Wnt act – activates Wnt/beta-catenin signaling in a reporter cell assay; activator, plate reader; activation, % at 9.35 µM; 300,000 compounds, 1.2% hits; AID 743398; in the data active = activation above about 30%, passing the limit was not always enough; inconclusive = no clear call, values can overlap the other calls;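 also: 0% = neutral control wells and 100% = positive control wells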
HTR5A ag – HTR5A agonism, opioid heterodimer counter-screen | P47898 | HTR5A agonist assay, luminescence, cell-based | activation, % at 9.3 µM | 340,000 compounds, 0.61% hits | AID 504692; in the data active = activation mostly above about 9.5%, no sharp cut-off; inactive = mostly below about 7.6%;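 also: 0% = cells with vehicle only and 100% = reference agonist; strong numbers were not always called active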
Target sequence (P47898 whole entry, looked up): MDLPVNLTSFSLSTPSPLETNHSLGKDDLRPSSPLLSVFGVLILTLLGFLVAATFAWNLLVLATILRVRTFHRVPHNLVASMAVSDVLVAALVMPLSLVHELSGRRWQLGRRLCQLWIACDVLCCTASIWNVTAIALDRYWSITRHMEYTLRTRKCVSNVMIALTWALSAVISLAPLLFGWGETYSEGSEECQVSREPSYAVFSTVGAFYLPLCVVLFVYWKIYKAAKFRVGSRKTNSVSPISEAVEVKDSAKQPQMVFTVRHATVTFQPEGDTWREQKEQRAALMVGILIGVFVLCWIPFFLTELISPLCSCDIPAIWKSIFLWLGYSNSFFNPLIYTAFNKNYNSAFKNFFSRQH
SR-BI DiI inh – blocks mouse SR-BI lipid uptake from DiI-HDL; Q61009; ldlA[mSR-BI] CHO cells, DiI-HDL uptake fluorescence, 3 h; inhibition, % at 12.5 µM; 320,000 compounds, 0.96% hits; AID 488896;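 active = mean replicate inhibition of at least 70% and a set share of replicates each scoring 70 or more; inconclusive = meets just one of the two criteria; inactive = fails both criteria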;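 also: 0% = median of neutral control wells and 100% = median of positive control wells; values of inactives mirror those of a sister screen read the other way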
Target sequence (Q61009 whole entry, looked up): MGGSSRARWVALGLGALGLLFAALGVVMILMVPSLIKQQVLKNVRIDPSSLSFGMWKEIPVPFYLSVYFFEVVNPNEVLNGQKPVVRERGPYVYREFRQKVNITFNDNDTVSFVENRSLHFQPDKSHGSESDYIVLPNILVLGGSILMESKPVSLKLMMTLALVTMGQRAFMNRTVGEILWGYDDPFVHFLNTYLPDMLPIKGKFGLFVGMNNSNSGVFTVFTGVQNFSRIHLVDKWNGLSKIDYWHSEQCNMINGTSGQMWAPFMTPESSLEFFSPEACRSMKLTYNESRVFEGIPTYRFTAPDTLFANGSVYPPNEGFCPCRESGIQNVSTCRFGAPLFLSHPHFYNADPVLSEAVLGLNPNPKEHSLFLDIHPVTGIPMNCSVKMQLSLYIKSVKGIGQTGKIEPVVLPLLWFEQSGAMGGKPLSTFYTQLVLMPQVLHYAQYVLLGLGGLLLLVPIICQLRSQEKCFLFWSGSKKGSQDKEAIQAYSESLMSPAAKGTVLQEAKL
SR-BI uptake up – SR-BI HDL lipid transfer activation; CHO ldlA[mSR-BI] cells, DiI-HDL uptake fluorescence, 3 h; 100 = double the neutral-control signal; activation, % at 12.5 µM; 320,000 compounds, 0.096% hits; AID 504775;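 active = mean replicate activation of at least 60% and every replicate at or above 60%; inconclusive = mean or all-replicate condition met, but not both; inactive = mean below 60% and not all replicates reaching 60%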;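 also: 0% = median plate neutral-control signal and 100% = twice that signal; values of inactives mirror those of a sister screen read the other way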
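Assay system: LDL receptor-deficient CHO ldlA cells overexpressing murine SR-BI / Medium: BSA-supplemented, HEPES-buffered Ham's F12, pH 7.4 / Probe or stimulus: DiI-labelled HDL at 10 µg/mL final / Timing: compound with DiI-HDL co-incubation, 3 h at 37 °C / Technique: bottom-read cell fluorescence after medium removal, ex 550/em 595 nm / Measure: HDL uptake via cellular fluorescence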
dFosB act – enhances mouse delta FosB homodimer DNA binding. P13346. purified delta FosB, TAMRA-CDK5 oligo fluorescence polarization; percent of positive-control signal above neutral wells. activation, % at 25 µM. 340,000 compounds, 0.99% hits. AID 493131;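 active = mean activation above about 17%, with every replicate also reaching it, limit read from the data, passing the limit was not always enough; inconclusive = only one of the two conditions met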;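 also: fluorescence polarization rise as delta FosB binds a TAMRA Cdk5 AP-1 oligo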
Rtt109 Vps75 – blocks Candida albicans Rtt109/Vps75 acetyltransferase activity; purified Rtt109/Vps75, ThioGlo CoA-SH fluorescence, 4 h; inhibition, % at 34.9 µM; 330,000 compounds, 0.16% hits;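 active = inhibition of at least 50% in every replicate; inconclusive = best replicate reaches 50% inhibition but some replicates fall short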
PvdQ inh – P. aeruginosa PvdQ acylase inhibition; purified PvdQ acylase, fluorescence plate reader; AID 488965; inhibition, % at 10 µM; 340,000 compounds, 0.063% hits; in the data active = inhibition above about 30%, passing the limit was not always enough; inconclusive = no clear call, values can overlap the other calls;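 also: 0% = vehicle neutral wells and 100% = reference inhibitor wells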
MITF act – activators of MITF-driven TRPM1 promoter activity in SK-MEL-5 cells; SK-MEL-5 TRPM1-promoter luciferase, 24 h; % of positive control, neutral wells = 0; activation, % at 12.5 µM; 300,000 compounds, 0.75% hits; AID 588334;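 active = mean activation of at least 80% with every replicate also reaching 80%; inconclusive = mean reaches 80% but some replicate falls short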;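 also: 0% = neutral control wells and 100% = parthenolide positive control wells; values of inactives mirror those of a sister screen read the other way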
cardiac RTF act – increases calcium sensitivity of human cardiac regulated thin filaments; activation, % at 7.2 µM; 340,000 compounds, 0.24% hits; P19429+P45379; AID 493008; IANBD-labeled TnC RTF fluorescence at EC20 calcium; 0% EC20 calcium, 100% full calcium;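 active = activation above the mean over all tested compounds plus 3 SD, cut at about 30% in these data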;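 also: rise in fluorescence read as greater calcium sensitivity of cardiac thin filaments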
CDK5 inh – CDK5/p35 (human) kinase inhibition; 330,000 compounds, 0.01% hits; Recombinant CDK5/p35, ADP-Glo luminescence, 60 min; inhibition, % at 10 µM; Q00535+Q15078;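 active = highest replicate inhibition of at least 50% and at least 75% of replicates reaching 50%; inconclusive = only one of the two criteria met; inactive = both criteria failed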;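 also: plate controls were DMSO neutral control for no effect and GW8510 at 10 µM for full effect; many of its hits are not listed in these tables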
* hit, by the source's call.

For COCCCN1C(=O)c2ccc(C(=O)N3CCN(c4ccccc4OC)CC3)cc2C1=O the results were Wnt act 1, HTR5A ag 6, SR-BI DiI inh -6, SR-BI uptake up 6, dFosB act -6, Rtt109 Vps75 0, PvdQ inh -7, MITF act 3 and cardiac RTF act 0.
Screening CCOC(=O)c1sc(NC(=O)c2ccc(C)s2)cc1C returned HTR5A ag 1, dFosB act 3, Rtt109 Vps75 -3, PvdQ inh -14, MITF act 72, cardiac RTF act 3 and CDK5 inh -1.3.
For CC(C)c1ccc(C(=O)NC(=S)NCc2cccnc2)cc1 the results were Wnt act -7, HTR5A ag 0, SR-BI DiI inh 3, SR-BI uptake up -3, dFosB act -8, Rtt109 Vps75 8, PvdQ inh -12, MITF act 14, cardiac RTF act 7 and CDK5 inh -3.5.
`Cc1cc(C)nc(SCC(=O)OCC(=O)Nc2ccccc2)n1` gave Wnt act 3, HTR5A ag -2, SR-BI DiI inh 2, SR-BI uptake up -2, dFosB act -5, Rtt109 Vps75 5, PvdQ inh -19, MITF act -9, cardiac RTF act -2 and CDK5 inh 1.9.
`Cc1cccc(C(=O)N2CCCC(N3CCN(Cc4ccc5c(c4)OCO5)CC3)C2)n1` (stereo unspecified) gave Wnt act 2, HTR5A ag 6, SR-BI DiI inh 1, SR-BI uptake up -1, dFosB act -11, Rtt109 Vps75 2, PvdQ inh 10, MITF act -5, cardiac RTF act -2 and CDK5 inh -0.4.
`CC(Sc1nncs1)C(=O)NCc1ccc2c(c1)OCO2` (stereo unspecified) gave HTR5A ag 5, SR-BI DiI inh 11, SR-BI uptake up -11, dFosB act -4, Rtt109 Vps75 1, PvdQ inh -16, MITF act -5, cardiac RTF act 2 and CDK5 inh 2.0.
Screening CCN(CC)C(=O)[C@H]1C[C@H](CC(=O)NCc2ccco2)C(=O)N2CCc3c([nH]c4ccc(Cl)cc34)[C@]12C returned Wnt act -3, HTR5A ag 0, SR-BI DiI inh 0, SR-BI uptake up 0, dFosB act -13, Rtt109 Vps75 4, PvdQ inh -7, MITF act -4, cardiac RTF act -4 and CDK5 inh 0.2.
OCC[C@H]1C[C@H](O)[C@@H](O)[C@]2(OCCc3ccccc32)O1 was read as Wnt act 2, HTR5A ag 5, SR-BI DiI inh -35, SR-BI uptake up 35, dFosB act 1, Rtt109 Vps75 -3, PvdQ inh -6, MITF act 7, cardiac RTF act -4 and CDK5 inh -0.3.
Cc1ccc(C)c(N2CCN(C3CCCC(C)C3)CC2)c1 (stereo unspecified) was read as Wnt act -5, HTR5A ag 1, SR-BI DiI inh 6, SR-BI uptake up -6, dFosB act -2, Rtt109 Vps75 4, PvdQ inh -14, cardiac RTF act 6 and CDK5 inh -9.4.
For Cc1ccc2nc(-c3ccc4c(c3)OCCO4)cc(C(=O)O)c2c1 the results were HTR5A ag -4, SR-BI DiI inh -2, SR-BI uptake up 2, dFosB act -3, Rtt109 Vps75 5, PvdQ inh -9, MITF act 3, cardiac RTF act 0 and CDK5 inh 1.7.

3 structures out of the list, ordered by SMILES length, smallest number first.
`CC(Sc1nncs1)C(=O)NCc1ccc2c(c1)OCO2` (stereo unspecified) gave HTR5A ag 5, SR-BI DiI inh 11, SR-BI uptake up -11, dFosB act -4, Rtt109 Vps75 1, PvdQ inh -16, MITF act -5, cardiac RTF act 2 and CDK5 inh 2.0.
Cc1ccc(C)c(N2CCN(C3CCCC(C)C3)CC2)c1 (stereo unspecified) was read as Wnt act -5, HTR5A ag 1, SR-BI DiI inh 6, SR-BI uptake up -6, dFosB act -2, Rtt109 Vps75 4, PvdQ inh -14, cardiac RTF act 6 and CDK5 inh -9.4.
For COCCCN1C(=O)c2ccc(C(=O)N3CCN(c4ccccc4OC)CC3)cc2C1=O the results were Wnt act 1, HTR5A ag 6, SR-BI DiI inh -6, SR-BI uptake up 6, dFosB act -6, Rtt109 Vps75 0, PvdQ inh -7, MITF act 3 and cardiac RTF act 0.

(list continues)
For CCOC(=O)/C(C#N)=C/C1=C(N2CCOCC2)C(C)(C)OCC1 the results were Wnt act -1, HTR5A ag -2, SR-BI DiI inh 2, SR-BI uptake up -2, dFosB act 2, Rtt109 Vps75 4, PvdQ inh -11, MITF act -8, cardiac RTF act -2 and CDK5 inh -0.6.
`O=C(COC(=O)c1ccccc1)Nc1ccccc1N1CCOCC1` gave HTR5A ag 0, SR-BI DiI inh -4, SR-BI uptake up 4, dFosB act 2, Rtt109 Vps75 -4, PvdQ inh 6, MITF act 5, cardiac RTF act -6 and CDK5 inh -1.5.
CCOC(=O)/C=C/c1ccc2c(c1)S(=O)(=O)N(Cc1ccc(OC)cc1)[C@H]2CC(=O)OCC was read as Wnt act 1, HTR5A ag 1, SR-BI DiI inh 64, SR-BI uptake up -64, dFosB act -5, Rtt109 Vps75 1, PvdQ inh -1, MITF act 3, cardiac RTF act -2 and CDK5 inh 1.6.
Cn1cc(SCC(=O)NCC2CCCO2)c2ccccc21 (stereo unspecified) was read as Wnt act 3, HTR5A ag 3, SR-BI DiI inh 1, SR-BI uptake up -1, dFosB act -4, Rtt109 Vps75 -12, PvdQ inh -14, MITF act -8, cardiac RTF act 2 and CDK5 inh -0.4.
COC(=O)[C@]1(Cc2ccccc2)N[C@H](CN(C)S(=O)(=O)c2ccc(C)cc2)[C@@H]2C(=O)N(Cc3ccccc3)C(=O)[C@@H]21 was read as Wnt act -3, HTR5A ag 3, SR-BI DiI inh 29, SR-BI uptake up -29, dFosB act -1, Rtt109 Vps75 2, PvdQ inh -12, MITF act -15, cardiac RTF act -2 and CDK5 inh 0.1.
`CNC(=O)CN(c1ccc(C(C)C)cc1)S(C)(=O)=O` gave HTR5A ag 5, SR-BI DiI inh -42, SR-BI uptake up 42, dFosB act 3, Rtt109 Vps75 -7, PvdQ inh 5, cardiac RTF act 3 and CDK5 inh -1.3.
Cc1ccc(S(=O)(=O)Nc2cccnc2Oc2ccc(Cl)cc2)cc1 was read as Wnt act 28, HTR5A ag 1, dFosB act -6, Rtt109 Vps75 -3, PvdQ inh -3, cardiac RTF act 0 and CDK5 inh -1.2.
Screening Cc1cc(Cl)ccc1C(=O)C1CCCN(C(=O)c2cccnc2C)C1 (stereo unspecified) returned Wnt act 0, HTR5A ag -2, SR-BI DiI inh -20, SR-BI uptake up 20, dFosB act -3, Rtt109 Vps75 4, PvdQ inh 9, MITF act 5, cardiac RTF act 3 and CDK5 inh 2.4.
`CC1CCCCN1c1nc2nonc2nc1N1CCCCC1C` (stereo unspecified) gave Wnt act -6, HTR5A ag 3, SR-BI DiI inh 10, SR-BI uptake up -10, dFosB act 0, Rtt109 Vps75 10, PvdQ inh -14, cardiac RTF act 7 and CDK5 inh 0.3.
Cc1cccc(NC(=O)c2nc[nH]c2C(=O)NCCCCNC(=O)c2[nH]cnc2C(=O)Nc2cccc(C)c2)c1 was read as Wnt act -8, HTR5A ag 0, SR-BI DiI inh 8, SR-BI uptake up -1, dFosB act 4, Rtt109 Vps75 -8, PvdQ inh -5, MITF act 1, cardiac RTF act -3 and CDK5 inh 1.6.
CC1(c2ccccc2)NC(=O)N(CC(=O)NCc2cccc(Cl)c2)C1=O (stereo unspecified) was read as Wnt act 1, HTR5A ag 4, dFosB act -1, Rtt109 Vps75 3, PvdQ inh 7, MITF act 1, cardiac RTF act 10 and CDK5 inh 0.7.
`COc1ccc(S(=O)(=O)N2CCc3ccccc3C2)cc1C(=O)O` gave Wnt act 2, HTR5A ag -2, SR-BI DiI inh 10, SR-BI uptake up -10, dFosB act 0, Rtt109 Vps75 2, PvdQ inh -10, MITF act -7, cardiac RTF act -2 and CDK5 inh -1.3.
Screening O=[N+]([O-])c1ccc(/C=N/Nc2nc3ccccc3o2)cc1 returned Wnt act 21, HTR5A ag -5, SR-BI DiI inh -2, SR-BI uptake up 2, dFosB act -9, Rtt109 Vps75 -10, PvdQ inh -10, MITF act inconclusive, cardiac RTF act -4 and CDK5 inh -1.7.
For COc1ccc(N2CC(C(=O)NCc3cccnc3)CC2=O)cc1 (stereo unspecified) the results were Wnt act 0, HTR5A ag 8, SR-BI DiI inh -10, SR-BI uptake up 10, dFosB act -3, Rtt109 Vps75 11, PvdQ inh -12, MITF act -6, cardiac RTF act 6 and CDK5 inh 2.5.
For Nc1ccc(-c2cnc(N)c(C(=O)c3cccnc3)n2)cn1 the results were HTR5A ag 0, SR-BI DiI inh -10, SR-BI uptake up 10, dFosB act 3, Rtt109 Vps75 -7, PvdQ inh -14, MITF act -33, cardiac RTF act 1 and CDK5 inh 47.
Screening CCc1ccc(C2=NNC(=Nc3cccc(S(=O)(=O)N(C)C)c3)SC2)cc1 returned Wnt act -12, HTR5A ag 10, SR-BI DiI inh -16, SR-BI uptake up 16, dFosB act -10, Rtt109 Vps75 -2, PvdQ inh -25, MITF act -46, cardiac RTF act 5 and CDK5 inh -1.1.
For CC1CC(CC(=O)Nc2nc(-c3ccccc3)cs2)C(=O)O1 (stereo unspecified) the results were Wnt act 3, HTR5A ag -2, SR-BI DiI inh 1, SR-BI uptake up -1, dFosB act 6, Rtt109 Vps75 32, PvdQ inh -2, MITF act 29, cardiac RTF act -7 and CDK5 inh 1.3.
`Cc1ccc(CN(CC(=O)NCCc2ccccc2)C(=O)c2csnn2)cc1` gave Wnt act 3, HTR5A ag -1, dFosB act -7, Rtt109 Vps75 -9, PvdQ inh -7, MITF act 5, cardiac RTF act 4 and CDK5 inh -0.2.
Screening Cc1ccn2c(CNC(C)c3cn(C)nc3C)c(C(=O)N3CCCCCC3)nc2c1 (stereo unspecified) returned Wnt act 1, HTR5A ag 6, SR-BI DiI inh -3, SR-BI uptake up 3, dFosB act -4, Rtt109 Vps75 8, PvdQ inh -11, MITF act 6, cardiac RTF act -2 and CDK5 inh -0.4.
O=C(N/N=C/c1ccc2c(c1)OCO2)c1ccccn1 was read as Wnt act -1, HTR5A ag -1, SR-BI DiI inh 33, SR-BI uptake up -33, dFosB act -6, Rtt109 Vps75 -22, PvdQ inh -4, MITF act -4, cardiac RTF act 3 and CDK5 inh 4.2.
COCCN1CCN(C(=O)c2ccc3oc(CCCc4ccccc4)nc3c2)CC1 was read as Wnt act 1, HTR5A ag 7, SR-BI DiI inh -5, SR-BI uptake up 5, dFosB act 1, Rtt109 Vps75 -1, PvdQ inh -9, MITF act 47, cardiac RTF act 10 and CDK5 inh -2.1.
For COc1ccc(CCNC(=O)CCc2cc(OC)c(OC)c(OC)c2)cc1OC the results were Wnt act 1, HTR5A ag 1, SR-BI DiI inh -27, SR-BI uptake up 27, dFosB act -4, Rtt109 Vps75 -27, PvdQ inh -8, MITF act -3, cardiac RTF act 2 and CDK5 inh 0.5.
